PPC-1+TRAIL kill: compounds killing PPC-1 cancer cells with TRAIL present (potentiator screen, no TRAIL-free arm); actives 0.41% (n = 220,000); cell killing (% activity), % at 4 µM; PPC-1 cells + TRAIL, ATPLite viability luminescence;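 active = cell killing above 50% in the first pass at 4 µM, then a duplicate retest at 5 µM averaging 50% or more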;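 also: plate controls were cells with TRAIL plus DMSO for no effect and medium-only wells lacking cells for full effect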
TRPML3 agonist: agonists of human TRPML3 channel | HEK293 TRPML3-YFP, Fluo-8 calcium fluorescence; 100% = the carbachol control signal | activation, % at 3 µM | actives 0.29% (n = 220,000) | AID 1448 | Q8TDD5;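 active = activation above its plate's cutoff, the mean activation of the plate's test wells plus 3 SD, cut at about 12% in these data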;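 also: 0% = DMSO only wells and 100% = carbachol wells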
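Material: TRPML3-YFP stable HEK293 cells | Dosing: One concentration, 3 µM nominal, 0.3% DMSO | Timing: 125 s total fluorescence read per well | Technique: Fluo-8 calcium dye fluorescence, ex 470-495, em 515-575 nm | Measure: Percent activation from peak-to-basal fluorescence ratio, scaled between DMSO and carbachol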
TRPN1 ag: zebrafish TRPN1 (NompC) channel agonism; actives 0.18% (n = 220,000); HEK293 zebrafish TRPN1-YFP, Fluo-8 calcium fluorescence; 100% = response to 87 µM carbachol; activation, % at 3 µM;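 active = activation above its plate's cutoff, the mean activation of test wells on that plate plus 3 SD, cut at about 19% in these data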;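 also: 0% = DMSO alone and 100% = 87 µM carbachol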
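Material: zebrafish TRPN1-YFP in HEK293 cells; Doses: single test compound dose, 3 µM nominal, 0.3% DMSO; Timing: dye loading 1 h at 37 °C, then 30 min room temperature; Technique: intracellular calcium fluorescence with Fluo-8; Benchmarks: high carbachol 87 µM, low DMSO alone.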
NCF1 inh: p47phox (human) inhibition; actives 0.53% (n = 220,000); p47phox/p22phox peptide binding, fluorescence polarization, 2 h; inhibition, % at 24.7 µM; P14598; AID 1274;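 active = inhibition above about 30%, limit read from the data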;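 also: 0% = p47phox with labelled peptide and 100% = labelled peptide alone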
Target sequence (P14598 whole entry, looked up): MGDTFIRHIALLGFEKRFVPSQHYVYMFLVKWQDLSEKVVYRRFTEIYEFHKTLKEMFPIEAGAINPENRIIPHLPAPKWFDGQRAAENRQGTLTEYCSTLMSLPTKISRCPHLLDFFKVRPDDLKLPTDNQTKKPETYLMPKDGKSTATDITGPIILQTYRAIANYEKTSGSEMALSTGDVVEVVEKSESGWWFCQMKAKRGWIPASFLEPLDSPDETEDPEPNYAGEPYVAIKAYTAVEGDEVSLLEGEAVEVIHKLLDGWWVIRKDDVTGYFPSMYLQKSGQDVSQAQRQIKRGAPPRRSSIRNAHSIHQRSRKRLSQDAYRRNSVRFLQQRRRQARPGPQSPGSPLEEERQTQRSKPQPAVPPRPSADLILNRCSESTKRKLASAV
TNF necrop inh: TNF-alpha cell death inhibition in Jurkat FADD-/- cells. Jurkat FADD-/- TNF necroptosis rescue, ATP luminescence, 24 h; 0 = TNF only, 100 = no-TNF cells. actives 0.068% (n = 220,000). activation (protection from cell death), % at 10 µM;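 active = activation, meaning protection from cell death, of at least 50% relative to plate controls; inactive = activation below 50%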;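 also: necroptosis triggered by 40 ng/mL TNF-alpha added together with compound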
Runt-SMMHC FRET: Runt domain-CBFb-SMMHC interaction inhibition | Cerulean-Runt/Venus-CBFb-SMMHC FRET ratio 530/480, 1 h | inhibition, % at 20 µM | actives 0.74% (n = 220,000) | AID 1434;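 active = mean inhibition across duplicate retests at 20 µM reaching about 50%, limit read from the data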;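 also: 0% = DMSO wells and 100% = wells with excess untagged CBFb-SMMHC; inhibitors lower the FRET ratio by blocking Runt binding to CBFb-SMMHC; some results filed as inactive read as strong as hits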
Target sequence (Q01196 whole entry, looked up, the tested form may be a part): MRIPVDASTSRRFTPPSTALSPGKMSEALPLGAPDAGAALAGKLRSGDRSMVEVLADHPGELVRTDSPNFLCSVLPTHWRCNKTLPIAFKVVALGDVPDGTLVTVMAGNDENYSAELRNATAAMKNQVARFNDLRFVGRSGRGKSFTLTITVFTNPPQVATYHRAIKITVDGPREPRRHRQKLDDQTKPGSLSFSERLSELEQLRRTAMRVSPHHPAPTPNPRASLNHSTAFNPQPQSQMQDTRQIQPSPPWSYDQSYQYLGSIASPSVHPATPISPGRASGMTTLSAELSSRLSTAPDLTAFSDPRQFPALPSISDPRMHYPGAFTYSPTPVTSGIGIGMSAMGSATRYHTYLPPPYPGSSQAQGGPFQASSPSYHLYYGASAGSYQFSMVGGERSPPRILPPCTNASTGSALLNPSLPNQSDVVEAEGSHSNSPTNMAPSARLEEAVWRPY
Target sequence (Q13951 whole entry, looked up, the tested form may be a part): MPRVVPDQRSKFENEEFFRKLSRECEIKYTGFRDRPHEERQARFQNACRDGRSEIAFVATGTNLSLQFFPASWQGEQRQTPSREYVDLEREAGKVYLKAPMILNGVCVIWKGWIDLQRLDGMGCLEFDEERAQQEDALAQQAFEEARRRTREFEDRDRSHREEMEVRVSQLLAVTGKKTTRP
EBV gp42 block: inhibitors of Epstein-Barr virus glycoprotein 42; AID 1085; Fluorescence polarization binding assay, mP read-out; actives 0.42% (n = 220,000); inhibition, % (tested at 21.74 µM); Q1HVG2; in the data active = inhibition above about 50%
MDM2 E3 inh: blocks human Mdm2 ubiquitin ligase activity | AID 1230 | signal enhancement, % at 5 µM | cell-based MDM2 ubiquitination luciferase reporter, 2 h; 0 = plate control, 100 = twice control, blank-subtracted | Q00987 | actives 0.11% (n = 210,000);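 active = signal enhancement of 30% or more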;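 also: luminescence tracks abundance of the self-degrading MDM2-luciferase fusion protein; higher signal means inhibition of MDM2 E3 ligase activity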
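Test system: stable mammalian line carrying autodegrading MDM2–luciferase fusion reporter; quantity: 2000 cells in each well; times: 4 h cell settling then 2 h compound exposure, 37 °C; detection: luminescence with SteadyLite reagent, 15 min at room temperature; evaluation: percent signal gain over controls, blank-subtracted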
CHOP inh: blocks CHOP induction under ER stress; inhibition, % at 10 µM; CHO-K1 CHOP-promoter luciferase, tunicamycin-induced, 15-18 h; actives 3.8% (n = 220,000);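 active = compounds that reduced the stress-induced luciferase reporter signal by more than about 70% of percent inhibition, limit read from the data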;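 also: 0% = tunicamycin plus vehicle and 100% = wells without tunicamycin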
Numbers without * were called inactive; . = no result given; [ ] = another dose, or the depositor's remark. Random draw from the library. Share with any hit: about 5.9%.

Every second line gives: PPC-1+TRAIL kill	TRPML3 agonist	TRPN1 ag	NCF1 inh	TNF necrop inh	Runt-SMMHC FRET	EBV gp42 block	MDM2 E3 inh	CHOP inh
> COc1ccc(/C=N/Nc2ncc(C(F)(F)F)cc2Cl)c(OC)c1OC
    16	0.5	-0.5	-3	0.2	-4	-12	-6	3
> Cc1cc(NC(=O)CCC(=O)NNC(=O)c2ccc(C(C)(C)C)cc2)no1
    20	0.1	0.1	4	0.9	-3	5	-6	16
> Cc1cc(C)nc(SCCC(=O)Nc2ccc(F)cc2)n1
    3	0.1	-0.8	1	2.0	4	-1	-8	-20
> O=C(C1CCCO1)N1N=C(c2ccc(Br)cc2)CC1c1ccco1 (configuration not stated)
    33	-0.2	-2.0	-15	-0.8	9	-8	-15	49
> O=C(CN1CCN(c2ncc(C(F)(F)F)cc2Cl)CC1)N1CCN(c2ncc(C(F)(F)F)cc2Cl)CC1
    17	0.3	0.4	-39	-1.9	0	-27	-12	49
> COC(=O)CNC(=O)Cn1nc(C)c([N+](=O)[O-])c1C
    -28	0.4	2.3	5	0.4	4	1	-7	-6
> CN(C)c1cc[n+](Cc2c(Cl)cccc2Cl)cc1
    23	1.3	-0.1	-7	-12	-2	-10	.	0
> CC(=O)Nc1c(C(=O)N2CCCCCC2)cnn1-c1ccccc1Cl
    -5	0.5	-0.5	3	-1.6	-8	5	-5	14
> Cc1ccc2nc(-c3ccccc3O)c(Nc3ccc4c(c3)OCCO4)n2c1
    9	-0.5	-0.6	-1	-1.5	2	0	-16	16
> O=C(Nn1c(-c2ccc(F)cc2)nc2ccccc2c1=O)C1CCCCC1
    15	-0.1	-1.1	-2	0.3	2	-17	.	0
> CC(NC(=O)CCC(=O)NC(C)C1COc2ccccc2O1)C1COc2ccccc2O1 (configuration not stated)
    7	0.6	2.6	0	-0.8	2	7	-18	-3
> CCOC(=O)COc1cccc2c(=O)n(CC(=O)NCCc3ccccc3)ccc12
    -18	0.6	0.0	-8	0.0	5	-10	.	-12
> CCN(c1ccccc1)S(=O)(=O)c1ccc(Cl)c(NC(=O)COC(=O)C2CC2C)c1 (configuration not stated)
    6	-1.1	-2.2	4	-0.5	0	0	-8	22
> O=C(COc1cc(Cl)c(Cl)cc1Cl)NC(=O)Nc1ccc2c(c1)OCCO2
    8	0.8	1.0	8	0.9	-6	-7	2	-4
> COc1ccc(C[C@H]2CN3C(=NC[C@@H]3Cc3ccccc3)N2CCNC(=O)c2ccc(C)c(Br)c2)cc1
    11	-0.2	-2.1	23	-16	-14	-12	.	-2
> CCOC(=O)/C(=C/Nc1ccc(F)c(F)c1)[N+](=O)[O-]
    6	-0.1	2.6	-4	0.3	-3	-9	-23	21
> S=C1NCN(Cc2ccccc2)CN1
    14	0.1	1.6	-5	1.5	0	-6	-7	-2
> CCOC(=O)COc1nc(C)c(Br)c(OC)n1
    12	0.0	-1.1	-13	1.4	-2	-8	-12	29
> CCOC(=O)C(=Cc1ccc(OCc2ccc([N+](=O)[O-])cc2)c(OC)c1)C(=O)OCC
    12	-0.1	0.6	-3	-20	-4	-7	10	66
> COC(C(=O)Nc1ccc(Cl)cc1C)c1ccccc1 (configuration not stated)
    8	0.8	-1.2	-4	97*	9	-19	-8	-26
> CC(=O)c1c(C)[nH]c(C(=O)OCC(=O)Nc2sc3c(c2C#N)CCC(C)C3)c1C (configuration not stated)
    24	0.9	2.8	-22	-0.4	-4	-11	.	94*
> O=C(CNc1ccccc1)N/N=C/c1cn(-c2ccccc2)nc1-c1ccccc1
    14	1.0	0.0	-17	2.9	-2	-9	5	96*
> COc1ccc(-n2cnnc2SCc2ncc(-c3ccccc3)o2)cc1
    -3	0.2	-0.2	-2	1.7	5	0	-14	14
> Cc1cc(C)c(C#N)c(SCC(=O)c2cccs2)n1
    11	-0.4	-1.6	-8	-2.1	-23	1	-13	21
> CCCCOc1ccc(N2C(=O)CC(NCc3ccncc3)C2=O)cc1 (configuration not stated)
    41	0.1	0.2	-9	1.4	-5	-1	1	23
> COc1cccc(OCc2nc3c4cnn(-c5ccccc5)c4ncn3n2)c1
    8	0.1	-0.2	-13	0.0	-3	-4	2	24
> O=C(NCCNCCO)c1c(O)c2cccc3c2n(c1=O)CCC3
    12[5 µM]	1.1	-0.3	2	3.3	2	-5	-13	-41
> O=C1C2(c3ccccc3)CN(CCCO)CC1(c1ccccc1)CN(CCCO)C2
    -35	0.9	0.5	-6	0.3	-1	-2	0	57
> COc1ccc(N2CC(O)=C(c3nc(-c4ccc(F)cc4)cs3)C2=N)cc1Cl
    23	1.3	0.6	-17	0.3	-8	-13	1	42
> CC1(C)OC(=O)C(=NNc2ccc(C(=O)O)cc2)C(=O)O1
    14	0.1	0.7	-1	0.9	1	-13	1	10
> COc1ccc(CCNC(=O)CSc2cc(=O)[nH]c(N)n2)cc1OC
    6	0.3	1.1	-4	-0.2	5	1	-6	11
> COc1ccc(NC(=S)NC(=O)CC(C)C)c(OC)c1
    35	-0.2	-0.1	1	1.0	-1	5	-1	-3
> CCOC(=O)c1cc(C(=O)OCC)cc(-n2c(C)cc(C(=O)CN3CCOCC3)c2C)c1
    9	-0.7	1.7	-13	-2.9	4	-9	-12	-22
> O=S1(=O)C=C(SCc2cccc(Cl)c2)Nc2ccccc21
    -7	-0.6	1.0	-16	-5.4	-1	0	-13	16
> COC(=O)N/N=C(\C)c1ccc(C)c([N+](=O)[O-])c1
    13	0.6	1.3	-17	1.8	1	-14	.	4
> CCNc1ccc(C(=O)OCC(=O)NCCN2C(=O)CSC2=O)cc1[N+](=O)[O-]
    6	0.9	-0.1	-7	0.0	-2	-8	-8	17
> CC(C)C1=C2OC(N)=C(C#N)C(C#N)=C2C(C)CC1 (configuration not stated)
    21	0.4	0.5	.	-3.8	18	.	-7	.
> Cc1ccc(CNC(=O)C(NS(=O)(=O)c2ccc3nc(C)sc3c2)C(C)C)cc1 (configuration not stated)
    16	0.2	0.7	0	-0.6	0	-3	-12	-5
> CC1CCCN(C(=O)Cc2cn(Cc3cccc(Cl)c3)c3ccccc23)C1 (configuration not stated)
    -2	0.0	0.0	-13	1.2	-8	0	-3	76*
> O=C(CCOc1ccccc1)Nc1nnc(-c2ccc3c(c2)OCCO3)o1
    23	0.7	-0.2	-15	0.9	1	-4	-18	29
> CCOC(=O)Cn1nc(-c2ccccc2)ccc1=O
    15	0.3	1.8	-7	-1.1	1	-24	5	17
> CCOC(=O)C1=C(C)NC(C)=C(C(=O)OCC)C1c1ccccn1
    0	-0.2	-0.3	-3	-6.2	9	-3	-12	-2
> CNS(=O)(=O)c1cccc(C(=O)OCC(=O)Nc2ccc(Cl)cn2)c1
    -4	0.9	3.0	-17	1.3	1	-19	.	-30
> CC(=O)Nc1cccc(/C(C)=N/NC(=O)c2ccc(O)cc2)c1
    -4	-0.6	0.1	-9	-0.6	0	-13	-11	-11
> CC1(C)CC(=O)c2sc(NS(=O)(=O)c3ccccc3)nc2C1
    2	0.6	-0.7	-11	0.7	4	12	-16	-4
> O=C(CSc1nn(-c2ccc(F)cc2)c(=S)s1)N1CCN(C(=O)c2ccco2)CC1
    -20	-0.5	-1.0	-13	-0.4	1	2	6	8
> O=C(COC(=O)/C=C/c1ccc(S(=O)(=O)N2CCc3ccccc32)cc1)NC1CCS(=O)(=O)C1 (configuration not stated)
    20	0.8	-0.1	-15	2.8	-10	2	-4	-14
> CCCSc1nc(NCc2ccco2)c2c3c(sc2n1)COC(C)(CC)C3 (configuration not stated)
    10	-0.5	-1.8	-30	-1.7	2	-5	12	47
> Cc1cc(=O)oc(C)c1C(=O)Nc1ccc2ncccc2c1
    15	1.0	3.0	-11	0.8	59*	72*	-14	0
> O=C(NCCC1=CCCCC1)C(=O)NCC(c1ccco1)N1CCN(c2ccc(F)cc2)CC1 (configuration not stated)
    2	0.4	0.9	-12	2.0	1	-1	2	88*
> N/C(=N\OC(=O)CCC1CCCC1)c1ccncc1
    23	0.6	1.4	-1	0.8	-1	10	-89	-15
> CC(=O)Oc1cccc(N2C(=O)c3ccc(C(=O)Nc4c[nH]c(=O)[nH]c4=O)cc3C2=O)c1
    15	0.7	1.0	-1	0.0	2	-26	-4	30
> O=C(OCCO)c1cc(Cl)c(C(=O)OCCO)cc1Cl
    -6	0.4	0.5	5	0.8	-1	-25	-27	41
> O=c1c2cc(Br)ccc2[nH]c(=S)n1Cc1ccccn1
    -13	-0.3	-0.6	5	1.9	-12	-1	-27	-6
> CCOC(=O)C1=C(C)OC(N)=C(C#N)C1c1cccc(C)c1 (configuration not stated)
    12	-0.4	-0.3	-8	0.3	0	-17	-4	10
> O=C(NCCSc1c[nH]c2ccccc12)c1ccc2c(c1)OCO2
    3	0.5	0.6	-5	-1.3	2	10	-7	11
> COC(c1ccccc1)c1nnc(CCC(=O)NC2C3CC4CC(C3)CC2C4)o1 (configuration not stated)
    -7	0.5	3.1	-9	0.2	-1	-14	8	9
> O=C(Nc1ccccc1)OCc1cncs1
    6	0.3	0.2	-17	6.3	-10	-3	-2	-6
> COC(=O)Cn1ncn2cccc2c1=O
    6	-0.4	-0.8	-13	-0.7	2	-19	3	-20
> Cc1nn(C)c(C(=O)NNC(=S)Nc2ccc(F)cc2)c1[N+](=O)[O-]
    -9	1.3	-0.7	-2	-0.5	2	-16	-15	-22
> CCn1c(SCC(=O)OC(C)C)nnc1-c1ccccc1OC
    19	0.8	0.3	-12	0.6	-1	-4	-6	-2
> CCCS(=O)(=O)c1c(S(=O)(=O)CCC)c2cnccn2c1C(=O)c1ccc(CC)cc1
    35	0.3	-1.2	-7	0.4	0	-20	0	-21
> CCN(CC)CCC/C(=N\O)C(O)(c1ccccc1)c1ccccc1
    -6	0.5	1.4	2	2.3	1	-11	6	-9

Some values from the list:
Runt-SMMHC FRET result of `O=C(NCCC1=CCCCC1)C(=O)NCC(c1ccco1)N1CCN(c2ccc(F)cc2)CC1` (configuration not stated) → 1
CHOP inh result of `CC1(C)OC(=O)C(=NNc2ccc(C(=O)O)cc2)C(=O)O1` → 10
EBV gp42 block result of `CC1(C)CC(=O)c2sc(NS(=O)(=O)c3ccccc3)nc2C1` → 12

Source: PubChem (several laboratories)
